V-ATPase pHluor – yeast V-ATPase proton transport regulation by pHLuorin; actives 0.37% (n = 350,000); response, % at 10 µM; S. cerevisiae, pHLuorin cytosolic pH fluorescence; in the data active = response mostly above about 7.3%, no sharp cut-off; inactive = mostly below about 5.4%; note: actives read high; inactives centre near 0; some compounds called inactive have numbers as strong as hits; reference of the scale not given here
C-LANA FP – blocks KSHV LANA C-terminal domain binding to DNA; actives 0.078% (n = 340,000); inhibition, % at 9 µM; AID 504423; MBP-C-LANA/FAM-LBS DNA binding, fluorescence polarization;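 active = highest replicate inhibition at or above 60% at 9 µM, even if other replicates fall short; inactive = all replicates below 60% inhibition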;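 note: 0% = neutral control wells and 100% = 4 µM acridine orange control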
OPRM1-OPRD1 ag – OPRM1-OPRD1 heterodimerization agonism | AID 504326 | P35372+P41143 | activation, % at 9.3 µM | cells, luminescence | actives 0.3% (n = 340,000); in the data active = activation above about 18%;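 note: 0% = vehicle-treated cells and 100% = reference agonist; values of inactives mirror those of a sister screen read the other way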
Wnt act – activates Wnt/beta-catenin signaling in a reporter cell assay | actives 1.2% (n = 300,000) | activator, plate reader | activation, % at 9.35 µM | AID 743398; in the data active = activation above about 30%, passing the limit was not always enough;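 note: 0% = neutral control wells and 100% = positive control wells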
Pemphigus Ab inh – blocks pemphigus antibody binding to human desmoglein-3; actives 0.48% (n = 310,000); DSG3-coupled beads, scFv-anti-DSG3-GFP binding, flow cytometry; active compounds read low; binding (percent of control), % at 10 µM; AID 588358; P32926;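 active = binding more than 3 SD below its plate's average and above zero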;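 note: hits lower antibody fragment binding to DSG3; some compounds called inactive have numbers as strong as hits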
MOR-DOR inv ag – mu-delta opioid heterodimer inverse agonism; actives 0.21% (n = 340,000); inhibition, % at 9.3 µM; AID 504357; cell-based MOR-DOR heterodimer luminescence; in the data active = inhibition above about 22%, passing the limit was not always enough;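 note: 0% = cells with DMSO and 100% = wells without cells with DMSO; values of inactives mirror those of a sister screen read the other way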
Keap1 Nrf2 FP – Keap1-Nrf2 (human) interaction inhibition. inhibition, % at 9.4 µM. AID 504523. actives 0.15% (n = 340,000). Keap1 Kelch-Nrf2 peptide fluorescence polarization, 1536-well. Q14145; in the data active = inhibition above about 12%;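 note: human Keap1 Kelch domain with fluorescein labeled Nrf2 9mer peptide probe; 0% = neutral control wells and 100% = peptide positive control; higher means more block of Keap1 binding to Nrf2 peptide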
Target sequence (Q14145 whole entry, looked up, the tested form may be a part): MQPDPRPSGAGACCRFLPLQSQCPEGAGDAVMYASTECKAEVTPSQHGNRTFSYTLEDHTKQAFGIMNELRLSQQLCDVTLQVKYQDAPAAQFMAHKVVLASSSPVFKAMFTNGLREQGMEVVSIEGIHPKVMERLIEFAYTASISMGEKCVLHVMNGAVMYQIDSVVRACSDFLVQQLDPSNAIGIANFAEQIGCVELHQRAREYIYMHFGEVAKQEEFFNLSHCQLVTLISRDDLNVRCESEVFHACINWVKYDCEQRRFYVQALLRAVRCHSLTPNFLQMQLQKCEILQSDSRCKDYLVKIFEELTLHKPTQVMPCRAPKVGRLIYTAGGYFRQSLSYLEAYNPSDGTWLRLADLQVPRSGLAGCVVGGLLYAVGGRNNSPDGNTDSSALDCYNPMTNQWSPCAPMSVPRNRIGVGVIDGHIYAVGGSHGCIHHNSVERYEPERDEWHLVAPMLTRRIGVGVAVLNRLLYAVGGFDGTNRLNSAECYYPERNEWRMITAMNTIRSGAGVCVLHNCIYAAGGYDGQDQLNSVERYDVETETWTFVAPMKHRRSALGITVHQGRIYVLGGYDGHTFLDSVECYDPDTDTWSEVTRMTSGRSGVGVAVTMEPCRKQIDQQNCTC
Arrestin-AP2 inh – human beta-arrestin and AP2 interaction inhibition. actives 0.31% (n = 340,000). inhibition, % at 10 µM. FITC-arrestin peptide / GST-AP2 beads, flow cytometry; AP2 beta2 appendage carries R879A mutation. AID 504490;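 active = inhibition above a set limit, near 3 SD of compounds lacking own fluorescence, cut at about 54% in these data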;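 note: plate controls were DMSO wells for no effect and 5 µM unlabelled arrestin peptide for full effect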
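Material – GST-tagged AP2 beta2-adaptin appendage (R879A) on 4 µm glutathione beads · Probe or stimulus – fluorescein-tagged arrestin peptide at 50 nM final · Timing – 12 min plus 1 h, RT · Detection – bead flow cytometry, FITC channel · Read-out basis – inhibition as reduced fluorescein signal on beads, percent · Medium – PBS plus Tween 20 (0.05%) and BSA (0.1%)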
RTF Ca sens act – cardiac RTF calcium sensitization | IANBD-labeled TnC RTF fluorescence at EC20 calcium; 0% EC20 calcium, 100% full calcium | activation, % at 7.2 µM | P19429+P45379 | AID 493008 | actives 0.24% (n = 340,000);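 active = activation above the mean over all tested compounds plus 3 SD, cut at about 30% in these data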;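 note: rise in fluorescence read as greater calcium sensitivity of cardiac thin filaments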
RTF Ca sens inh – cardiac RTF calcium desensitization | AID 493244 | actives 0.12% (n = 340,000) | inhibition, % at 7.15 µM | IANBD-labeled cardiac RTF, Ca2+ fluorescence;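 active = inhibition above the mean inhibition of all tested compounds plus 3 SD, cut at about 17% in these data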;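 note: assay run at fixed EC70 calcium of 1.6 mM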
* marks the source's active call; other numbers are inactive results; nt = not tested or not shown; & = joins results of further samples.

Values run as follows: V-ATPase pHluor, C-LANA FP, OPRM1-OPRD1 ag, Wnt act, Pemphigus Ab inh, MOR-DOR inv ag, Keap1 Nrf2 FP, Arrestin-AP2 inh, RTF Ca sens act, RTF Ca sens inh
(1) CCNC(=O)COc1ccc(S(=O)(=O)Nc2ccccc2)cc1
    3, 0.2, -0.6, -2, 101, 3, -9, -4, 6, 1
(2) COc1ccc(NC(=O)O/N=C/c2ccc(N(C)C)cc2)cc1
    1, -2.1, -1.1, 13, 93, 5, -3, 41, 2, 0
(3) COc1cc(OC)cc(C(=O)N2CCN(C(=O)c3cccc(F)c3)CC2)c1
    -3, 0.4, -1.1, nt, 109, 6, -1, 13, 2, 0
(4) CC(C(=O)NC1CCCC1)N(C(=O)c1snc(C(N)=O)c1N)c1ccc2c(c1)OCCO2 (stereo not drawn)
    -2, 0.6, -3.8, -5, 109, 19, -2, 14, -2, 4
(5) Cc1cccc(NC(=O)Cn2cc(C=O)c3ccccc32)c1
    0, 0.2, -1.9, -2, 95, 11, 0, 24, -3, 3
(6) Cc1ccc(C)c(NC2=NS(=O)(=O)c3ccccc32)c1
    -2, -2.7, -1.4, nt, 97, 9, 4, -8, -1, -3
(7) COC(=O)C1=C(NC(=O)c2ccc(C)c(C)c2)CCS1
    -1, 1.2, 5.2, nt, 106, -28, -2, 16, -5, 1
(8) COc1ccccc1CNC(=O)C(c1ccccc1)c1ccccc1
    1, -1.5, -0.7, -2, 105, 3, -5, 8, -2, -5
(9) O=C(COc1cccnc1[N+](=O)[O-])Nc1ccc(N2CCOCC2)cc1
    -1, -0.8, -0.5, -3, 105, 3, -1, 15, -6, 4
(10) CCOc1ccc(C(=O)OCC(=O)NCC2CCCO2)cc1 (stereo not drawn)
    -2, -1.7, -1.5, 0, nt, 6, -1, -5, -3, -9
(11) COc1cccc(CN2CCNC(=O)C2CC(=O)NC2CCCCC2)c1OC (stereo not drawn)
    2, 0.8, -1.6, 0, nt, 9, -6, 4, 6, 4
(12) Cc1csc(=O)n1CCC(=O)OCC(=O)Nc1cc([N+](=O)[O-])ccc1Cl
    2, 0.5, -3.4, -2, 103, 18, 0, 19, 5, -2
(13) O=C1c2ccccc2CCc2ccc(Br)cc21
    0, 8.8, 5.5, 4, 103, -30, 4, 1, -8, 3
(14) O=c1c2ccccc2nc(SCc2ccccc2)n1Cc1ccco1
    -1, -0.5, 0.6, nt, nt, -4, -1, -4, -3, -8
(15) Cc1ccccc1C(=O)N(Cc1nc2ccccc2c(=O)[nH]1)C1CCCC1
    -3, -3.2, -1.7, -12, 101, 10, -2, -6, 7, -7
(16) O=C(CN1CCSC1=NCc1ccccc1)c1ccccc1
    1, 4.1, -1.2, -1, 100, 7, -2, -7, 4, -8
(17) O=C(c1ccco1)N1CCN(C(=O)c2cc3c(=O)oc4ccccc4c3s2)CC1
    1, 1.4, -1.1, -1, 97, 7, 0, 5, 5, -9
(18) O=C(CSC1=NCCS1)c1ccc(Cl)cc1
    1, 0.2, 2.5, -3, 106, -13, -2, 22, 3, -1
(19) O=C(CSc1ncccn1)N1CCCc2ccccc21
    0, -0.5, 1.0, 0, 97, -5, 0, -2, 4, -11
(20) CCCCCC(=O)Nc1nc(C)c(-c2csc(Nc3ccc(Cl)cc3)n2)s1
    1, -1.9, 0.1, -6, 93, 0, -5, -2, -6, -14

(next part)
Values run as follows: V-ATPase pHluor, C-LANA FP, OPRM1-OPRD1 ag, Wnt act, Pemphigus Ab inh, MOR-DOR inv ag, Keap1 Nrf2 FP, Arrestin-AP2 inh, RTF Ca sens act, RTF Ca sens inh
(21) CCCCNC(=O)Nc1nc(SCC(=O)OCC)n[nH]1
    -1, 0.1, -3.2, -4, 100, 16, 3, 2, -7, -1
(22) C#CCOCCOCCOCCNc1nc(N2CCN(C(=O)CCCCCCCCCCNC(=O)Cn3cc(CCCCCN)nn3)CC2)nc(N2CCN(C(=O)CCCCCCCCCCNC(=O)[C@@H]([C@H](C)O)n3cc(C)nn3)CC2)n1
    3, -1.0, -1.4, nt, 110, 8, -8, 7, -4, 4
(23) O=C(NN1CC(=O)N(c2cc(Cl)cc(Cl)c2)CC1=O)c1sccc1Cl
    -1, 0.3, nt, 0, 96, nt, 3, -12, nt, nt
(24) COc1cccc(COC(=O)C2CCN(S(=O)(=O)c3ccc(F)cc3)CC2)c1OC
    -1, 1.2, -1.8, -3, 109, 11, -2, -7, 6, -12
(25) COc1ccc2nc(NC(=O)C3CCCO3)sc2c1 (stereo not drawn)
    1, -1.8, -4.0, 11, 102, 20, -1, 11, -5, -2
(26) O=c1cc(-c2ccccc2)[nH][nH]1
    -4, 0.4, -2.9, -2, 102, 16, -2, 42, 7, 5
(27) COc1cc(/C=N/NC(=O)c2ccncc2)ccc1O
    3&4, 1.0&0.7, -2.6&-2.4, -1&0, 133, 14&13, 4&-2, -6&-9, 0&0, 2&5

Shown as a markdown table: 2 of the compounds above
| item | mol | V-ATPase pHluor | C-LANA FP | OPRM1-OPRD1 ag | Wnt act | Pemphigus Ab inh | MOR-DOR inv ag | Keap1 Nrf2 FP | Arrestin-AP2 inh | RTF Ca sens act | RTF Ca sens inh |
| --- | --- | --- | --- | --- | --- | --- | --- | --- | --- | --- | --- |
| 25 | COc1ccc2nc(NC(=O)C3CCCO3)sc2c1 (stereo not drawn) | 1 | -1.8 | -4.0 | 11 | 102 | 20 | -1 | 11 | -5 | -2 |
| 26 | O=c1cc(-c2ccccc2)[nH][nH]1 | -4 | 0.4 | -2.9 | -2 | 102 | 16 | -2 | 42 | 7 | 5 |

Single records, from the list above.
CCCCNC(=O)Nc1nc(SCC(=O)OCC)n[nH]1 across the screens: V-ATPase pHluor = -1; C-LANA FP = 0.1; OPRM1-OPRD1 ag = -3.2; Wnt act = -4; Pemphigus Ab inh = 100; MOR-DOR inv ag = 16; Keap1 Nrf2 FP = 3; Arrestin-AP2 inh = 2; RTF Ca sens act = -7; RTF Ca sens inh = -1
O=c1c2ccccc2nc(SCc2ccccc2)n1Cc1ccco1 across the screens: V-ATPase pHluor = -1; C-LANA FP = -0.5; OPRM1-OPRD1 ag = 0.6; Wnt act = nt; Pemphigus Ab inh = nt; MOR-DOR inv ag = -4; Keap1 Nrf2 FP = -1; Arrestin-AP2 inh = -4; RTF Ca sens act = -3; RTF Ca sens inh = -8
CC(C(=O)NC1CCCC1)N(C(=O)c1snc(C(N)=O)c1N)c1ccc2c(c1)OCCO2 (stereo not drawn) across the screens: V-ATPase pHluor = -2; C-LANA FP = 0.6; OPRM1-OPRD1 ag = -3.8; Wnt act = -5; Pemphigus Ab inh = 109; MOR-DOR inv ag = 19; Keap1 Nrf2 FP = -2; Arrestin-AP2 inh = 14; RTF Ca sens act = -2; RTF Ca sens inh = 4

Screening data (PubChem BioAssay)
